Screening results (PubChem BioAssay)
PglD DTNB: C. jejuni PglD acetyltransferase inhibitors, primary screen, biochemical, DTNB colorimetric, single point. UDP-N-acetylbacillosamine N-acetyltransferase PglD (Campylobacter jejuni). purified PglD enzyme, DTNB colorimetric CoA detection. inhibition, % at 12.5 µM. actives 0.098% (n = 360,000). AID 602405, 2012; in the data active means inhibition above about 16%, passing the limit was not always enough; inconclusive means no clear call, values can overlap the other calls; further: strong numbers were not always called active
DENV2 CPE rescue: inhibitors of DENV2 cytopathic effect, primary screen, cell-based, plate reader, single concentration; DENV2-infected cells, cytopathic effect rescue; CPE inhibition, % at 9.99 µM; actives 1.7% (n = 350,000); in the data active means CPE inhibition above about 20%, passing the limit was not always enough; inconclusive means no clear call, values can overlap the other calls; tested in BHK-21 cells;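 further: 0% = median of neutral control wells and 100% = median of positive control wells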
C2C12 statin: suppressors of statin myotoxicity in C2C12 myotubes, primary screen, cell-based, single point, plate reader. C2C12 myotubes + simvastatin, ATP luminescence, 48 h; scaled: DMSO 0, geranylgeraniol control 100. rescue of ATP level, % at 7.49 µM. actives 0.78% (n = 330,000);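 active means mean ATP rescue above about 67%, or every replicate alone reaching that limit, limit read from the data, passing the limit was not always enough; inconclusive means no clear call, values can overlap the other calls; inactive means mean under the limit and some replicate under it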;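 further: myotubes were challenged with 10 µM simvastatin during compound exposure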
SIRT5 inh: SIRT5 desuccinylase inhibitors, primary screen, biochemical, fluorescence imaging, single point, set 5 | NAD-dependent protein deacylase sirtuin-5, mitochondrial (Homo sapiens), Q9NXA8 | Purified SirT5, succinyl-peptide AMC, trypsin-coupled fluorescence | inhibition, % at 15 µM | actives 1.1% (n = 330,000) | AID 652115, 2013; in the data active means inhibition above about 15%; inconclusive means no clear call, values can overlap the other calls
Target sequence (Q9NXA8 whole entry, looked up): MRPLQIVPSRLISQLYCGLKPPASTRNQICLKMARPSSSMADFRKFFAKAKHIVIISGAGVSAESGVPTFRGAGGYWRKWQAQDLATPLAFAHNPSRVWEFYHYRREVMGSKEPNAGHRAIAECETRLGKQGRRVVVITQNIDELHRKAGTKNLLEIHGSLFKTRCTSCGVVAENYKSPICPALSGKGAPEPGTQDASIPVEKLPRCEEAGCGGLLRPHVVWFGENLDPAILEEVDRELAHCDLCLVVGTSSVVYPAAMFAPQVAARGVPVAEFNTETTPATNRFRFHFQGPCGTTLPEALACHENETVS
S100A4 inh HTS: inhibitors of S100A4-myosin IIA peptide binding, primary screen, biochemical, fluorescence polarization, TAMRA-MyoIIA peptide | inhibition, % at 10.7 µM | actives 0.14% (n = 360,000);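 active means mean inhibition of at least 70% across replicates, with every replicate also reaching that level; inconclusive means mean inhibition reaches 70% but some replicates fall short; inactive means mean inhibition below 70%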
Target sequence (P26447 whole entry, looked up): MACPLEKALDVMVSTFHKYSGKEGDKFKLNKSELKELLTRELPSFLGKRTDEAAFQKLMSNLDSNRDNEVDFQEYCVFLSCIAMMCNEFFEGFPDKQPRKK
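Material: human S100A4 monomer with TAMRA-labelled myosin IIA peptide; buffer or medium: HEPES pH 7.2 with CaCl2, KCl, NaCl, DTT, Triton; compound dosing: one concentration per compound; schedule: 5 min incubation before reading; benchmarks: neutral control DMSO, positive control TFP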
E-selectin induc: E-selectin induction in HUVECs, primary screen, imaging, HUVEC, immunofluorescence imaging, single point; P16581; actives 0.37% (n = 260,000); normalized: neutral wells 0, TNF-alpha wells 100; activation, % at 7.58 µM;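 active means mean E-selectin-positive cell signal at least 10% of the positive control, reached in at least 60% of replicates, without over 20% cell loss; inconclusive means no rule given, readout overlaps actives, possibly toxicity-flagged; inactive means the rest, including those meeting only one limit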;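 further: in these data hits start at about 27%; measured in HUVEC primary endothelial cells; signal is the percent of cells scored E-selectin positive by PE staining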
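material = human umbilical vein endothelial cells (HUVEC), E-selectin induction | quantity = 3,000 cells/well | medium = EGM-2 growth medium on 0.1% gelatin-coated wells | technique = immunofluorescence imaging | read-out basis = % PE-positive cells | control set = TNF-alpha positive control, DMSO neutral control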
ERp5 block: inhibitors of ERp5-driven insulin aggregation, primary screen, biochemical, turbidity, absorbance 650 nm, single point; inhibition, % at 9.99 µM; Protein disulfide-isomerase A6 (Homo sapiens), Q15084; 90 min; actives 0.05% (n = 350,000);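 active means mean replicate inhibition above about 25%, with every replicate also reaching it, limit read from the data, passing the limit was not always enough; inconclusive means only one of those two criteria met; inactive means neither criterion met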
Target sequence (Q15084 whole entry, looked up): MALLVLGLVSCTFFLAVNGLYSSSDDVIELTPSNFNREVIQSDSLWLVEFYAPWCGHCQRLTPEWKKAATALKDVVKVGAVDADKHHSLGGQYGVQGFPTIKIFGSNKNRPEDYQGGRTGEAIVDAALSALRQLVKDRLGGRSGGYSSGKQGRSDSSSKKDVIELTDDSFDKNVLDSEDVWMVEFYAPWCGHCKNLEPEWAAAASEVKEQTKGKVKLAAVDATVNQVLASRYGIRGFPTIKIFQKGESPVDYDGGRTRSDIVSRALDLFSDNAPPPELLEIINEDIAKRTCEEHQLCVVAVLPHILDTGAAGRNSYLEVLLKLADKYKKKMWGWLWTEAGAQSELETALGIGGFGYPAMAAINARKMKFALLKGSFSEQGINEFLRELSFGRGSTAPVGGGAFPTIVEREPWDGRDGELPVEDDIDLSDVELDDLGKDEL
* hit, by the source's call.

The opening three entries, to show the layout:
For COc1ccc(Cn2c(=S)[nH]c3cc(C(=O)NCc4cccnc4)ccc3c2=O)cc1 the results were DENV2 CPE rescue -4, SIRT5 inh -5, S100A4 inh HTS -11, E-selectin induc -0.1 and ERp5 block 1.
Screening CCOC(=O)N1CCN(C(=O)c2ccc(Oc3ccc([N+](=O)[O-])cc3)cc2)CC1 returned DENV2 CPE rescue -3, SIRT5 inh -1, S100A4 inh HTS 4 and ERp5 block 2.
Screening COc1ccc(/C=C/C(=O)O)cc1S(=O)(=O)NCc1ccccc1 returned PglD DTNB 3, DENV2 CPE rescue -3, SIRT5 inh -6, S100A4 inh HTS -3, E-selectin induc 0.4 and ERp5 block 0.

All compounds of this part (from the top)
For COc1ccc(Cn2c(=S)[nH]c3cc(C(=O)NCc4cccnc4)ccc3c2=O)cc1 the results were DENV2 CPE rescue -4, SIRT5 inh -5, S100A4 inh HTS -11, E-selectin induc -0.1 and ERp5 block 1.
Screening CCOC(=O)N1CCN(C(=O)c2ccc(Oc3ccc([N+](=O)[O-])cc3)cc2)CC1 returned DENV2 CPE rescue -3, SIRT5 inh -1, S100A4 inh HTS 4 and ERp5 block 2.
Screening COc1ccc(/C=C/C(=O)O)cc1S(=O)(=O)NCc1ccccc1 returned PglD DTNB 3, DENV2 CPE rescue -3, SIRT5 inh -6, S100A4 inh HTS -3, E-selectin induc 0.4 and ERp5 block 0.
`CN1C(=O)N(CC(=O)Nc2sccc2C(N)=O)C(=O)C12CCCCC2` gave PglD DTNB 5, DENV2 CPE rescue 3, C2C12 statin 5, SIRT5 inh -9, S100A4 inh HTS -1 and ERp5 block -1.
`C[C@@H]1CN([C@@H](C)CO)C(=O)Cc2cc(NC(=O)c3ccncc3)ccc2O[C@H]1CN(C)S(=O)(=O)c1ccc(Cl)cc1` gave PglD DTNB -2, DENV2 CPE rescue 1, C2C12 statin 15, SIRT5 inh -4, S100A4 inh HTS -12, E-selectin induc 0.2 and ERp5 block 1.
`COc1ccc(CCC(=O)NCCc2ccc(Cl)cc2)cc1` gave PglD DTNB 0, DENV2 CPE rescue 4, C2C12 statin 0, SIRT5 inh -2, S100A4 inh HTS 4, E-selectin induc -0.1 and ERp5 block 4.
`CN(C)c1ccc(C(CNC(=O)c2ccc(C#N)cc2)c2c[nH]c3ccccc23)cc1` (stereo not drawn) gave PglD DTNB 2, DENV2 CPE rescue -7, S100A4 inh HTS -6 and ERp5 block -1.
Screening CCOc1ccccc1NS(=O)(=O)c1ccc2[nH]c(=O)[nH]c2c1 returned PglD DTNB 3, DENV2 CPE rescue 3, C2C12 statin -9, SIRT5 inh -1, S100A4 inh HTS 0, E-selectin induc -0.2 and ERp5 block 2.
`C=Cn1cc[n+](CC(=O)c2ccc(Br)s2)c1` gave PglD DTNB -6, DENV2 CPE rescue 0, C2C12 statin 9, SIRT5 inh 0, S100A4 inh HTS 8 and ERp5 block 5.
Screening O=C(NCc1ccc(F)cc1)[C@H]1C[C@H]2C(=O)NCC(=O)N2[C@H]1c1cccc(OCCO)c1 returned PglD DTNB 7, DENV2 CPE rescue -10, SIRT5 inh 2, S100A4 inh HTS -1 and ERp5 block 2.
For COc1cccc(-c2cccc(-c3nc(C(=O)NCc4ccc(Oc5ccccc5)cc4)cc4c3[C@@H](CCO)N(S(=O)C(C)(C)C)C4)c2)c1 (stereo partly drawn) the results were DENV2 CPE rescue inconclusive, SIRT5 inh 2, S100A4 inh HTS 8, E-selectin induc 11 and ERp5 block 8.
Screening CCNC(=O)[C@@H]1[C@@H](CO)[C@@H]2Cn3c(ccc(-c4ccccc4F)c3=O)[C@H]1N2CCC(F)(F)F returned PglD DTNB 1, DENV2 CPE rescue 4, C2C12 statin 12, SIRT5 inh 0, S100A4 inh HTS -1, E-selectin induc -0.3 and ERp5 block -3.
Cc1c([N+](=O)[O-])cc(S(=O)(=O)Nc2ccc(-c3ccc(N4CCCC4)nn3)cc2)cc1[N+](=O)[O-] was read as PglD DTNB 2, DENV2 CPE rescue 8, C2C12 statin -14, SIRT5 inh -1, S100A4 inh HTS 2 and ERp5 block 3.
Screening C[C@H]1CN([C@@H](C)CO)C(=O)c2cccc(NC(=O)C3CC3)c2O[C@@H]1CN(C)S(=O)(=O)c1ccc(Cl)cc1 returned PglD DTNB 1, DENV2 CPE rescue -5, C2C12 statin -33, SIRT5 inh 0, S100A4 inh HTS 14, E-selectin induc -0.4 and ERp5 block 1.
For C[C@@H]1CN([C@H](C)CO)C(=O)c2cccc(NC(=O)c3ccncc3)c2O[C@H]1CN(C)C(=O)Nc1cccc2ccccc12 the results were PglD DTNB -1, DENV2 CPE rescue inconclusive, C2C12 statin 41, S100A4 inh HTS 7, E-selectin induc 17 and ERp5 block 9.
Cc1noc(C)c1NC(=O)N(C)C[C@H]1Oc2ccc(NC(=O)NC(C)C)cc2CC(=O)N([C@H](C)CO)C[C@H]1C was read as PglD DTNB 5, DENV2 CPE rescue 11, C2C12 statin -11, SIRT5 inh 21*, S100A4 inh HTS 3 and ERp5 block -1.
CC(=O)Nc1cccc(Oc2ccc3c(c2)C(=O)NC3=O)c1 was read as PglD DTNB 3, DENV2 CPE rescue 2, C2C12 statin 21, SIRT5 inh 7, S100A4 inh HTS -10 and ERp5 block -4.
`O=C(NC12CC3CC(CC(C3)C1)C2)c1ccc(-c2ccc(Cl)cc2)o1` gave DENV2 CPE rescue -2, SIRT5 inh -5, S100A4 inh HTS -1 and ERp5 block 4.
For COc1ccc([C@H]2CC(=O)C=C(c3ccc(Oc4ccccc4)cc3)C2)cc1OC the results were PglD DTNB 3, DENV2 CPE rescue 2, C2C12 statin 30, SIRT5 inh -3, S100A4 inh HTS -1, E-selectin induc -0.1 and ERp5 block 1.
Screening CCCCCC(=O)N/N=C(\C)c1ccc(N2CCCCC2)cc1 returned DENV2 CPE rescue -7, S100A4 inh HTS 0 and ERp5 block -2.
Screening CCCNC(=O)N(C)C[C@@H]1Oc2cc(C#CC(C)(C)O)ccc2S(=O)(=O)N([C@@H](C)CO)C[C@H]1C returned PglD DTNB -4, DENV2 CPE rescue inconclusive, C2C12 statin 11, SIRT5 inh -4, S100A4 inh HTS -4, E-selectin induc 0.9 and ERp5 block 2.
For CNC[C@H]1Oc2ccc(NS(=O)(=O)c3c(C)noc3C)cc2C(=O)N([C@@H](C)CO)C[C@@H]1C the results were PglD DTNB -1, DENV2 CPE rescue 9, C2C12 statin 20, SIRT5 inh 1, S100A4 inh HTS -6, E-selectin induc -0.1 and ERp5 block 3.
`O=c1cc(C(F)(F)C(F)F)oc2ccccc12` gave PglD DTNB 0, DENV2 CPE rescue -1, C2C12 statin 12, SIRT5 inh -2, S100A4 inh HTS -3 and ERp5 block -4.
`CCOc1nc2cnccc2n(CC(=O)Nc2ccccc2C(=O)OC)c1=O` gave PglD DTNB 5, DENV2 CPE rescue 1, C2C12 statin 7, SIRT5 inh -2, S100A4 inh HTS -3 and ERp5 block 2.
Screening O=C1N=C2N(CCN3CCCCC3)c3ccccc3N2/C1=C\c1ccc([N+](=O)[O-])s1 returned DENV2 CPE rescue -4, SIRT5 inh -3, S100A4 inh HTS 2, E-selectin induc 1.4 and ERp5 block 3.
For Cc1ccc(S(=O)(=O)c2ccc([N+](=O)[O-])cn2)cc1 the results were PglD DTNB 3, DENV2 CPE rescue -6, C2C12 statin -398, SIRT5 inh -2, S100A4 inh HTS -1, E-selectin induc -0.3 and ERp5 block 3.
`Cc1cc(=O)oc2cc(OCc3c(F)cccc3Cl)ccc12` gave DENV2 CPE rescue 11, S100A4 inh HTS 0, E-selectin induc 0.0 and ERp5 block -2.
For O=C(NCc1ccc(Cl)cc1)c1ccc2c(=O)n(CC3CCCO3)c(=S)[nH]c2c1 (stereo not drawn) the results were PglD DTNB 7, DENV2 CPE rescue -3, C2C12 statin -13, SIRT5 inh 16*, S100A4 inh HTS -3, E-selectin induc 0.0 and ERp5 block 0.
Cc1ccc(NC(=O)CN(C)C(=O)c2cc3ccccc3o2)cc1 was read as DENV2 CPE rescue 1, SIRT5 inh -9, S100A4 inh HTS -7 and ERp5 block 2.
Cc1ccc(S(=O)(=O)N2CCCCC2CCNC(=O)C(=O)NC2CCCC2)cc1 (stereo not drawn) was read as DENV2 CPE rescue 0, SIRT5 inh 3, S100A4 inh HTS -2, E-selectin induc 0.1 and ERp5 block 5.
For COc1ccccc1-n1c(=O)c2c3c(sc2n2c(=S)[nH]nc12)CCC3 the results were PglD DTNB -6, DENV2 CPE rescue -1, C2C12 statin 6, SIRT5 inh 2, S100A4 inh HTS 1, E-selectin induc 1.9 and ERp5 block 3.
Screening Cc1cccc(NC(=O)CN2C(=O)N/C(=C/c3cc(C)n(C)c3C)C2=O)c1 returned DENV2 CPE rescue 16, SIRT5 inh 0, S100A4 inh HTS -3 and ERp5 block 3.
For COc1ccccc1NC(=O)c1cc2c(cc1Cl)N1CCCCCC1=NS2(=O)=O the results were PglD DTNB -1, DENV2 CPE rescue 2, C2C12 statin -1, S100A4 inh HTS 0, E-selectin induc -0.4 and ERp5 block 5.
For CC1c2cc3c(cc2CCN1CC(=O)Nc1ccccc1)OCCCO3 (stereo not drawn) the results were PglD DTNB -2, DENV2 CPE rescue -15, C2C12 statin 3, S100A4 inh HTS -2 and ERp5 block -2.
Screening CC(C)CCNC(=O)C(c1ccco1)N(Cc1ccccc1)C(=O)c1snc(C(N)=O)c1N (stereo not drawn) returned PglD DTNB 2, DENV2 CPE rescue 3, C2C12 statin 17, SIRT5 inh 2, S100A4 inh HTS 6 and ERp5 block 4.
`Cn1c(C(=O)NC2CCCCC2)cc2c(=O)n(C)c3ccccc3c21` gave PglD DTNB 6, DENV2 CPE rescue -5, C2C12 statin -20, SIRT5 inh -8, S100A4 inh HTS 1, E-selectin induc 0.1 and ERp5 block -10.
Screening Nc1cc(=O)[nH]c(SCC(=O)Nc2cccc(Cl)c2Cl)n1 returned DENV2 CPE rescue 3, SIRT5 inh 4, S100A4 inh HTS 2, E-selectin induc -0.1 and ERp5 block 0.
`COc1ccc(NC(=O)CCC(=O)Nc2nnc(CC(C)C)s2)cc1Cl` gave PglD DTNB -2, DENV2 CPE rescue 4, C2C12 statin -12, SIRT5 inh -2, S100A4 inh HTS -4, E-selectin induc 1.7 and ERp5 block 0.
Screening CCN1C(=O)C(=O)N(CC(=O)NC(C)CCc2ccccc2)C1=O (stereo not drawn) returned PglD DTNB -3, DENV2 CPE rescue 3, C2C12 statin -2, SIRT5 inh 2, S100A4 inh HTS 5 and ERp5 block 2.
`CC(NC(=O)C1CCCCC1)C(c1cccs1)N1CCN(C)CC1` (stereo not drawn) gave PglD DTNB -1, DENV2 CPE rescue 7, C2C12 statin 3, SIRT5 inh 0, S100A4 inh HTS -1, E-selectin induc -0.2 and ERp5 block 2.
`OCC1(Cc2ccccc2)CCN(Cc2ccc(C(F)(F)F)cc2)CC1` gave DENV2 CPE rescue -8, SIRT5 inh -2, S100A4 inh HTS 1, E-selectin induc -0.1 and ERp5 block 0.
Screening Cc1ccc(CN2CC(C(=O)N3CCN(S(=O)(=O)c4ccccc4)CC3)CC2=O)cc1 (stereo not drawn) returned PglD DTNB 2, DENV2 CPE rescue 2, SIRT5 inh -3, S100A4 inh HTS 2 and ERp5 block 9.

The list is partial; count on the stated rates, not on these rows.
